# NCI-60 one-dose screen, 48 h, at 10 µM unless noted. Numbers give growth in % (100 = growth as untreated, 0 = no growth, -100 = all killed).
# HCT-15 = HCT-15 colon cancer; 82,000 compounds, 5.2% hits; AID 1794746
# TK-10 = TK-10 renal cancer cells; 81,000 compounds, 3.9% hits; AID 1794769
# HCC-2998 = HCC-2998 colon cancer; 79,000 compounds, 4.7% hits; AID 1794799
# HT29 = HT29 colon cancer. 81,000 compounds, 7.4% hits. AID 1794748
# HCT-116 = HCT-116 colon cancer. 82,000 compounds, 7.3% hits
# SW-620 = SW-620 colon cancer; AID 1794795; 82,000 compounds, 5.2% hits
# UO-31 = UO-31 renal cancer; 81,000 compounds, 5.2% hits; AID 1794768
# SN12C = SN12C renal cancer cells | 81,000 compounds, 3.8% hits | AID 1794767
# 786-0 = 786-0 renal cancer cells. AID 1794775. 81,000 compounds, 5.1% hits
# An asterisk follows results filed as active; · = no result given; & = joins results of further samples. Rule for the calls: active = growth percent below 10; inactive = the rest.
SMILES,HCT-15,TK-10,HCC-2998,HT29,HCT-116,SW-620,UO-31,SN12C,786-0
Nc1nn2c(-c3ccccc3)ccnc2c1N=Nc1ccc(S(N)(=O)=O)cc1,96.9,101.2,105.2,99.0,104.1,100.4,98.6,91.8,85.4
COc1ccc2c(c1)c(-c1nn3cc(-c4nccs4)nc3s1)cn2C,92.9,96.5,99.4,99.6,100.3,96.6,98.0,100.5,102.9
COc1ccc(/C=N/N2CN(C(CC(N)=O)C(=O)O)P(Nc3ncccn3)N=C2N)cc1OC (stereo not given),98.2,102.3,108.1,98.3,88.5,97.8,·,97.1,88.4
CCOC(=O)c1ccc2c(c1)[n+](=O)c(C(=O)C1CCCS1)c(C(F)(F)F)n2[O-] (stereo not given),-72.0*,-96.5*,-89.0*,-82.4*,-96.2*,-82.4*,-92.4*,-47.3*,-92.3*
CC(C(=O)NCC1CCC2OCOC2C1)C1CCN(C(=O)C2CC3CCCCC3N2)CC1 (stereo not given),78.6,85.0,80.9,78.8,·,90.1,48.5,71.8,59.0
COc1ccc(/C=C/C(=O)c2cc(OC)c(OC)c(OC)c2)cc1OCc1cn(Cc2ccc(F)cc2)nn1,23.8,·,100.7,4.8*,15.0,15.4,30.8,29.2,49.3
COc1ccc(Nc2ncc(I)c(NCCCNC(=O)C3CCC3)n2)cc1,-18.8*,-14.5*,25.4,12.5,-30.3*,12.9,-94.1*,19.8,9.7*
[O-]/[N+](=C/c1ccc(OCc2cn(Cc3ccccc3)nn2)cc1)c1ccccc1,94.7,121.9,90.0,107.4,93.9,102.1,74.3,111.4,90.8
Cc1cc(C)n(C(N)=NC(=O)c2ccccc2)n1,102.3,112.0,108.3,92.0,101.3,95.0,89.5,102.9,102.3
Cc1ccc(-n2c(SCC(=O)Nc3ccc(-c4nc5ccc([N+](=O)[O-])cc5[nH]4)cc3)nc3ccccc3c2=O)cc1,92.8,130.4,108.7,114.9,100.8,111.6,90.2,98.7,107.2
O=C(/C=C/c1cccs1)Nc1ncc(Cc2ccccc2F)s1,27.1,49.6,44.4,8.6*,28.6,24.5,36.2,41.3,30.8
CC(=O)NNC(=S)OC1CCCCC1,96.3,106.5,98.5,99.5,98.8,95.5,85.5,105.6,103.9
O=C(c1ccc(Br)cc1)C(Br)C(c1ccc(Cl)cc1)C(c1ccccc1)[N+](=O)[O-] (stereo not given),84.8,102.9,125.4,87.3,76.2,96.4,79.0,100.9,90.3
O=C(C[n+]1cccc2ccccc21)c1ccc(Br)cc1,100.0&98.6,97.7&132.4,101.2&106.0,89.2&98.1,87.1&94.6,100.8&92.5,70.0&79.9,89.7,98.1&104.0
CC(=O)N/N=C/c1ccc(N(C)C)cc1,103.3,98.4,107.0,98.3,100.0,113.0,85.6,106.6,99.0
O=C(NCCO)c1cc2ccccc2cc1O,94.5,124.9,111.4,103.0,87.1,99.0,88.0,90.5,77.1
COc1cc(/C=C\c2cc(OC)c(OC)c(OC)c2)cc(N/C=C\C(=O)c2c[nH]c3ccccc23)c1OC,-39.0*,-43.4*,83.2,-77.7*,-82.9*,-76.0*,-93.0*,70.8,-5.6*
CCOC(=O)CC1CSC(=NCc2ccccc2)N1 (stereo not given),104.4,88.4,102.4,102.7,101.7,100.7,93.8,103.0,92.5
CSc1ncc(Br)c(SCc2ccc(Cl)cc2Cl)n1,97.2,95.6,109.2,88.8,97.2,103.2,87.9,101.4,86.4
COc1ccc2[nH]cc(C(=O)O)c2c1,114.2,124.0,93.8,106.1,105.3,·,79.7,101.0,98.5
N#CCCC(=O)c1ccccc1,106.8,103.1,93.2,105.1,122.9,107.9,90.5,95.3,105.3
CCCCC(O)Cn1ncc(C(=O)OCC)c1NC(=O)NCc1cccc(F)c1 (stereo not given),104.5,105.5,118.4,112.0,99.8,103.7,89.4,102.8,100.3
Nc1cccc2c1C(=O)c1c(Cl)cccc1C2=O,109.2,109.2,103.6,120.0,98.8,99.3,92.6,109.9,·
CCOC(=O)c1c(NC(=O)c2cccc(C(F)(F)F)c2)sc2c1CCCC2,108.8,115.5,109.2,98.2,93.5,94.7,84.8,99.7,103.6
CS(=O)(=O)c1ccc(-n2nc(C(=O)N(O)Cc3ccccc3)cc2-c2ccccc2)cc1,101.0,113.6,115.0,100.5,97.5,121.1,87.5,95.3,85.3
CCCC/C=N/NC(=S)NCc1ccccc1,95.8,102.9,109.1,101.4,90.9,96.1,93.3,96.1,101.6
CCCCCN1C(=O)/C(=c2\sc3n(c2=O)C2C(NN=3)N(CC)C(=O)N2CC)c2cc(Cl)ccc21 (stereo not given),63.7,132.7,100.6,120.1,80.8,93.0,76.0,99.0,71.1
Cc1cc2nc3c4ccccc4n(CCC(=O)NCCN4CCOCC4)c3nc2cc1C,91.2,160.5,109.3,102.0,94.9,91.6,60.8,94.5,99.9
NC(N)=Nc1ccc(Oc2cccc(NC(N)=Nc3ccc(Br)cc3)c2)cn1,85.4,69.1,79.3,59.7,69.2,76.0,85.0,20.6,68.7
N#CCC1CCCCCC1,102.1,99.4,92.8,93.0,100.6,102.1,98.4,98.6,98.9
CC(C)NCCOC(=O)c1ccc(N)cc1,103.6,102.5,105.7,113.7,113.2,98.5,91.5,103.0,102.8
O=C(NCCNc1nccc(Nc2ccc(S(=O)(=O)Nc3ccccn3)cc2)n1)c1cccc(Br)c1,103.3,107.3,100.0,98.2,91.8,103.9,82.9,104.0,101.1
Cc1nc2ccccc2c(Oc2ccccc2)c1-c1ccccc1,81.3,·,·,82.2,72.0,88.3,77.7,76.0,92.0
CN(C)c1nc2ncnc(N(C)C)c2[nH]1,91.1,97.8,107.0,104.2,97.9,90.6,82.1,107.4,109.4
COc1ccc(C(=O)/C=C/c2c(C(F)(F)F)nc3sccn23)cc1OC,24.6,58.1,31.4,12.3,6.7*,10.4,61.1,29.0,32.0
CC1(C)NCCC[C@]2(C)[C@H]3CC[C@@H]4[C@H]5[C@H](C(=O)/C=C/c6ccco6)CC[C@]5(CO)CC[C@@]4(C)[C@]3(C)CC[C@@H]12,59.1,9.0*,91.4,106.2,33.7,69.7,67.3,82.1,74.4
COc1ccc(/C=C/C(=O)c2ccc(NC(=O)COc3cccc4cccnc34)cc2)cc1OC,59.6,122.9,106.5,87.1,22.6,83.3,82.0,91.3,97.2
Nc1cnc(Nc2ccc(OCCN3CCCC3)cc2)nc1N1Cc2ccccc2NC1=O,106.1,90.8,95.4,95.4,98.1,103.8,90.8,93.7,91.2
O=C1NC(=O)C(O)(C(=O)O)N1 (stereo not given),105.5,98.2,·,93.6,100.8,111.5,93.8,104.4,104.5
COc1ccc(C2(c3ccc(OC)cc3)c3ccccc3Cc3c(OC)cccc32)cc1,96.1,104.1,98.2,85.3,84.0,89.9,82.8,91.5,98.3
Cc1cccc(C)c1NC(=O)C(C)C,97.8,101.7,110.9,114.3,106.9,113.5,100.3,111.7,105.4
COc1ccc(Nc2[nH]n3c(=O)cc(C)nc3c2C(=O)Nc2ccccc2)c(OC)c1,105.3,102.1,110.6,100.0,91.5,94.8,74.8,91.7,99.5
COc1ccc(Cn2nc(-c3ccc(OC)c(OC)c3)c3c2CCc2cnoc2-3)cc1,97.1,84.7,105.0,103.9,104.0,105.9,79.6,83.1,102.1
COc1cc2cn3c4cccnc4[nH]c(=O)c3c2cc1OC,102.5,114.8,106.4,108.8,98.4,97.6,95.1,103.8,91.7
Cc1ccccc1CC(N)C(=O)O (stereo not given),117.1,115.0,117.4,107.3,106.3,121.0,91.7,104.6,107.2
CC/C(=C\c1ccccc1O)c1ccncc1,98.0,98.4,·,104.6,92.1,113.1,82.7,95.4,103.1
O=C(O)c1cn(C2CC2)c2cc(N3CCN(C(=O)C[n+]4ccccc4)CC3)c(F)cc2c1=O,102.5,99.3,105.9,109.0,99.3,105.2,88.1,97.5,98.5
CCNC(=O)Nc1ccc2c(ccn2C(=O)c2cccc(F)c2)c1,70.9,64.8,91.8,87.6,90.3,96.8,88.0,98.3,90.6

# 4 entries from above, with each value named:
mol: COc1ccc(Nc2[nH]n3c(=O)cc(C)nc3c2C(=O)Nc2ccccc2)c(OC)c1
  HCT-15 = 105.3	TK-10 = 102.1	HCC-2998 = 110.6	HT29 = 100.0	HCT-116 = 91.5	SW-620 = 94.8	UO-31 = 74.8	SN12C = 91.7	786-0 = 99.5

mol: COc1ccc(Cn2nc(-c3ccc(OC)c(OC)c3)c3c2CCc2cnoc2-3)cc1
  HCT-15 = 97.1	TK-10 = 84.7	HCC-2998 = 105.0	HT29 = 103.9	HCT-116 = 104.0	SW-620 = 105.9	UO-31 = 79.6	SN12C = 83.1	786-0 = 102.1

mol: COc1cc2cn3c4cccnc4[nH]c(=O)c3c2cc1OC
  HCT-15 = 102.5	TK-10 = 114.8	HCC-2998 = 106.4	HT29 = 108.8	HCT-116 = 98.4	SW-620 = 97.6	UO-31 = 95.1	SN12C = 103.8	786-0 = 91.7

mol: Cc1ccccc1CC(N)C(=O)O (stereo not given)
  HCT-15 = 117.1	TK-10 = 115.0	HCC-2998 = 117.4	HT29 = 107.3	HCT-116 = 106.3	SW-620 = 121.0	UO-31 = 91.7	SN12C = 104.6	786-0 = 107.2

# (continued)
SMILES,HCT-15,TK-10,HCC-2998,HT29,HCT-116,SW-620,UO-31,SN12C,786-0
COc1cc2nc(NC3CC3)nc(NC3CCN(C(C)C)CC3)c2cc1OC,105.9,116.5,105.4,85.7,92.5,92.1,82.2,96.1,100.4
CCCCC[C@@H](O)c1ccccc1[C@@H]1O[C@@H](CCC(=O)OC)[C@H](O)[C@H]1I,77.5,·,83.6,54.0,82.7,86.6,75.8,88.6,100.2
Cc1cccc(C)c1NC(=O)CSC(=S)N1CCN(CCOCCO)CC1,104.7,85.8,97.6,93.6,108.1,104.5,89.7,105.2,96.4
CCCCCCCCCCSC(=N)N,-4.1*,60.0,-27.2*,-27.7*,23.4,-5.4*,53.4,60.9,51.0
CCC(C(C)=O)c1ccccc1 (stereo not given),108.3,103.7,97.4,93.8,101.7,106.3,95.9,113.4,103.1
CCOC(=O)c1[nH]c(CO)c(C(=O)OCC)c1C,96.6,122.4,105.5,108.4,113.8,107.8,97.8,101.5,105.8
COc1cccc(NC(=O)Nc2ccc(Nc3ncnc4sc(C(=O)NCCC(=O)NO)c(C)c34)cc2)c1,99.1,110.0,103.8,104.4,101.6,103.1,83.4,105.1,101.3
Cc1cc2n(n1)-c1c(cnn(C)c1=O)Oc1ccccc1-2,102.4,·,111.4,109.5,91.9,109.1,99.8,97.8,104.3
CCOC(=O)SC1=Nc2c(c(-c3ccccc3)cn2-c2ccc(C)cc2)C2=NCCN12,99.3,145.6,112.0,104.8,92.0,99.1,66.2,92.3,97.9
CCCCCCCC(=O)OC1CCC(C2CCCCC2)CC1 (stereo not given),107.0,98.6,103.8,108.3,101.0,103.7,95.2,103.1,97.4
COc1ccc(N=Nc2ccc(OC)cc2)cc1,91.5,92.3,83.4,92.4,89.1,94.3,52.2,·,85.6
O=c1[nH]cnc2c1ncn2C1OC(CO)C(O)C1O (stereo not given),110.0&123.7&134.6,106.3&114.5&112.8,126.5&113.4&102.2,108.7&116.5,92.9&116.3&102.2,89.7&113.1&106.6,55.3&101.5&112.8,96.1&121.1&99.8,107.1&111.3&106.2

# Pulled one by one from above:
SMILES,HCT-15,TK-10,HCC-2998,HT29,HCT-116,SW-620,UO-31,SN12C,786-0
CCCCC[C@@H](O)c1ccccc1[C@@H]1O[C@@H](CCC(=O)OC)[C@H](O)[C@H]1I,77.5,·,83.6,54.0,82.7,86.6,75.8,88.6,100.2
O=C(/C=C/c1cccs1)Nc1ncc(Cc2ccccc2F)s1,27.1,49.6,44.4,8.6*,28.6,24.5,36.2,41.3,30.8
CCCCCCCCCCSC(=N)N,-4.1*,60.0,-27.2*,-27.7*,23.4,-5.4*,53.4,60.9,51.0
O=C(c1ccc(Br)cc1)C(Br)C(c1ccc(Cl)cc1)C(c1ccccc1)[N+](=O)[O-] (stereo not given),84.8,102.9,125.4,87.3,76.2,96.4,79.0,100.9,90.3

# Carrying on.
SMILES,HCT-15,TK-10,HCC-2998,HT29,HCT-116,SW-620,UO-31,SN12C,786-0
Cc1cc(-c2ccccc2)c(C)n1Cc1ccc(Cl)cc1,32.8,76.6,74.2,13.8,15.0,22.7,50.5,49.3,47.8
COc1ccc2c(c1OC)CN(C)CCc1cc3c(cc1C(=O)C2)OCO3,101.0,93.9,107.4,88.8,97.4,89.8,70.0,102.2,92.8
CCCCOc1cc(C(=O)O)ccc1[N+](=O)[O-],107.0,99.2,112.9,112.8,117.6,102.7,79.9,99.8,105.9
O=C1CC2(CCOCC2)Oc2cccnc21,102.4,98.5,101.5,111.5,106.2,108.3,96.1,107.2,96.9
CCn1nccc1N,98.3,115.9,92.9,·,93.8,108.1,85.4,112.3,104.1
COc1cc(-c2c(C#N)c(N)nc3[nH]c(=S)[nH]c(=O)c23)cc(OC)c1OC,101.5,104.7,91.4,101.2,103.3,104.2,94.3,105.9,94.0
CCc1cc(Cl)c(OC)c(C(=O)NCC2CCCN2CC)c1O (stereo not given),91.8,103.9,96.4,89.5,88.5,91.7,61.4,92.5,97.8
CC(=O)[C@@H]1CC[C@]2(CO)CC[C@]3(C)[C@H](CC[C@@H]4[C@@]5(C)CCCNC(C)(C)[C@@H]5CC[C@]43C)[C@@H]12,81.5,110.2,100.9,68.1,94.3,103.0,84.4,91.2,93.6
Clc1ncc(Br)c(NC2CCCCCC2)n1,94.6,113.2,108.6,108.9,102.2,104.8,93.1,90.9,100.8
CCC(=O)c1ccc([N+](=O)[O-])cc1,103.8,105.3,104.5,110.6,104.9,111.4,97.7,100.4,105.7
CC1=C(C#N)C2=NNC(=Nc3ccccc3)NN2C(c2ccccc2)=C1,104.2,141.1,113.3,107.1,100.4,99.9,74.7,101.0,109.6
Cc1ccc(Nc2nc(N)[nH]c(=O)c2N=O)cc1,99.9,103.1,·,105.3,96.1,95.7,80.7,98.0,103.5
N#CC(C#N)C(C#N)(C#N)CC(=O)c1ccco1,100.7,107.3,106.3,92.4,101.5,103.2,78.0,91.5,100.6
Fc1c(-c2nnc(Cc3ccc(Cl)cc3)o2)nc2ccccn12,97.4,90.0,95.4,115.6,95.5,102.4,89.0,97.9,101.0
